Polio RdRp inh: inhibitors of poliovirus RNA polymerase binding and polymerization; P03300; poliovirus polymerase elongation, fluorescence polarization; stronger effect = lower value; % elongation, % (compound at 16.7 µg/mL); hit rate 0.66% among 150,000; AID 588519; in the data active = % elongation below about 90%; note: some results filed as inactive read as strong as hits
Target sequence (P03300 1749-2209 limits assumed): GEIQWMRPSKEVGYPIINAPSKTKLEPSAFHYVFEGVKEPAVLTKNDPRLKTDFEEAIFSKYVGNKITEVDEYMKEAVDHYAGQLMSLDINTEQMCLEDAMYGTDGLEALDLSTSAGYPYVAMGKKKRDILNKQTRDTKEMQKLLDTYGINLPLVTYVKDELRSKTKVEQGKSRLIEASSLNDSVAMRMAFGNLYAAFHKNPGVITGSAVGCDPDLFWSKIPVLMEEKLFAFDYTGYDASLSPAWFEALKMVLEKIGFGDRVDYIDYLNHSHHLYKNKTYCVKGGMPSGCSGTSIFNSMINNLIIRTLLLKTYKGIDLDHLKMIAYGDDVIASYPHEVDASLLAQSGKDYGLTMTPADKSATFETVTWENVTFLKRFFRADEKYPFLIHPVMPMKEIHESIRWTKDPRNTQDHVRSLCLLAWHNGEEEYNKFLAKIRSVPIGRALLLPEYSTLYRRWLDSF
Polio RdRp inh FP z-score: further read-out of Polio RdRp inh, marked with its call; z-score; measured here: FP z-score; hits read low
Starred values were filed as active, the others as inactive. These rows are one share of the data (hit frequency here may not be typical).

Start of the data: the first six records (preview)
SMILES	Polio RdRp inh	Polio RdRp inh FP z-score
CN(C(=O)Nc1cccc(C(F)(F)F)c1)C1CCCCC1	102	0.1
O=C(NCCN1CCN(c2ccccc2)CC1)c1ccc2nc3ccc(Cl)cc3c(=O)n2c1	102	0.3
COc1ccc(CN(C)C(=O)CSc2nccn2C)cc1OC	102	-0.3
Cc1nc2sc3c(c2c(=O)n1-n1cccc1)CCCC3	101	-0.4
COc1cccc(-c2noc(N3CCN(c4ccc(F)cc4)CC3)n2)c1OC	103	1.6
O=C(CCc1nc(-c2ccccc2)no1)N1CCCCC1	101	-0.2

The whole of this part, repeating the preview:
SMILES	Polio RdRp inh	Polio RdRp inh FP z-score
CN(C(=O)Nc1cccc(C(F)(F)F)c1)C1CCCCC1	102	0.1
O=C(NCCN1CCN(c2ccccc2)CC1)c1ccc2nc3ccc(Cl)cc3c(=O)n2c1	102	0.3
COc1ccc(CN(C)C(=O)CSc2nccn2C)cc1OC	102	-0.3
Cc1nc2sc3c(c2c(=O)n1-n1cccc1)CCCC3	101	-0.4
COc1cccc(-c2noc(N3CCN(c4ccc(F)cc4)CC3)n2)c1OC	103	1.6
O=C(CCc1nc(-c2ccccc2)no1)N1CCCCC1	101	-0.2
O=C1CCCC2=C1C(c1cccc(Cl)c1)C1C(=O)c3ccccc3C1=N2 (configuration not stated)	102	0.2
CCCS(=O)(=O)c1c(S(=O)(=O)CCC)c2ccccn2c1C(=O)OC	102	-0.1
O=C1CC(C(=O)NCc2ccccc2)N=C(N2CCOCC2)N1 (configuration not stated)	101	0
Cc1nn(S(=O)(=O)c2ccccc2)c(C)c1S(=O)(=O)N1CCCCC1	106	1.4
COc1ccc(OC)c(NC(=O)N2c3ccccc3Sc3ccccc32)c1	106	0.2
NC(=O)CSCc1c(Cl)cccc1Cl	100	-0.4
CCOC(=O)c1c(NC(=O)c2ccc(S(=O)(=O)N(C)C3CCCCC3)cc2)sc2c1CCN(C(C)C)C2	128	3.6
COc1ccc(C(C)=O)cc1CSc1nc(NCc2ccc(Cl)cc2)c2ccccc2n1	117	2.6
O=C(O)COCC(=O)Nc1ccc2c(c1)OCCCO2	102	0
C=C1SC(Nc2cc(C)cc(C)c2)=NC1(C)C	99	-0.6
Cc1ccc(C)c(S(=O)(=O)NCC(c2ccco2)S(=O)(=O)c2ccc(F)cc2)c1 (configuration not stated)	110	0.8
O=C(CSc1nc2c([nH]c3ccccc32)c(=O)n1-c1ccc(F)cc1)NCc1ccccc1	109	0.5
Cc1cc(O)c2c(C)c(CC(=O)NCc3ccccc3Cl)c(=O)oc2c1	108	0.3
COc1cc(C(=O)Nc2ccc3nc(N4CCN(C)CC4)cc(C)c3c2)cc(OC)c1OC	102	0.3
O=C(c1cc(-c2cccs2)on1)N1CCCC1	100	-0.2
O=c1cc2nc(-c3ccccc3F)nc(SCc3ccc(Br)cc3)n2[nH]1	109	0.5
Cc1nc2ccccc2n1CC(=O)OCC(=O)c1cccc(Cl)c1	103	0.9
O=C(NCO)c1ccccc1Cl	99	-0.4
Cc1cc(C)c(O)c(C2(O)C(=O)c3ccccc3C2=O)c1	98	-0.7

New compounds follow
SMILES	Polio RdRp inh	Polio RdRp inh FP z-score
COc1ccc(CCNC(=O)c2cnc3sc(N4CCCC4)nn3c2=O)cc1OC	106	0
CCn1c(=NC(=O)C(C)C)sc2cc(Br)ccc21	105	0.9
CN(C)c1ccc(C2CC(=O)C3=C(C2)Nc2ccccc2NC3c2cccnc2)cc1 (configuration not stated)	101	-0.2
CCOC(=O)c1cc2sc(C)cc2n1CC	102	0
C=CCN1C(=O)c2oc3ccccc3c(=O)c2C1c1ccccc1 (configuration not stated)	99	-0.1
COc1ccc(C=NNC(=O)C(C)n2cnc3ccccc3c2=O)cc1 (configuration not stated)	104	0.4
CCOC(=O)c1ccc(NC(=O)CC(C)n2nc(C)cc2C)cc1 (configuration not stated)	106	0.1
O/N=C/C(=N/O)c1ccccc1	99	-0.6
O=C(N=c1nc2ccccn2s1)c1ccccc1Cl	104	0.3
COC(=O)CNC(=O)C1CCN(S(=O)(=O)c2cccc3nsnc23)CC1	109	-0.1
Cc1ccc(S(=O)(=O)Cc2ccc(N)cc2)cc1	101	-0.4
CN(Cn1nc2sc3ccccc3n2c1=S)C1CCCCC1	96	-1
CCn1cc(C(=O)NC2CCCc3ccccc32)c(=O)c2ccc(C)nc21 (configuration not stated)	102	-0.1
CCC(C)c1ccccc1NC(=O)c1ccc(Cl)nc1 (configuration not stated)	103	0.1
CN(Cc1cc2ccccc2[nH]c1=O)S(C)(=O)=O	103	-0.1
Cc1ccn(CCC(=O)Nc2ccc(F)cc2F)n1	101	0
Cc1nnc(NC2CCCC2)s1	100	-0.2
C=CCn1c(N)nc2c1c(=O)n(C)c(=O)n2C	101	-0.2
CCc1nc2nc(C)cc(NCCc3ccccc3)n2n1	100	-1.9
CC(C)c1ccc(-n2cccc2/C=C2/C(=N)N3C=CSC3=NC2=O)cc1	108	2.9
COc1cccc(NC(=O)Cn2ccc3c(OC)cccc3c2=O)c1	102	0
Cc1cc(O)c(CN2CC=C(c3ccccc3)CC2)cc1C(C)C	99	-0.5
COc1ccc(N2C(=O)CCC2(C(N)=O)c2ccccc2)cc1 (configuration not stated)	101	0.1
O=C(Nc1ccc(N2Cc3ccccc3C2)cc1)c1ncoc1-c1cccs1	101	-0.3
CCc1cccc(C)c1Nc1c(-c2ccccc2)nc2sccn12	109	0.6

Entries of single compounds from above. Order of screens: Polio RdRp inh | Polio RdRp inh FP z-score
COc1ccc(C=NNC(=O)C(C)n2cnc3ccccc3c2=O)cc1 (configuration not stated) is listed with 104 | 0.4
COc1ccc(CCNC(=O)c2cnc3sc(N4CCCC4)nn3c2=O)cc1OC is listed with 106 | 0
CCc1cccc(C)c1Nc1c(-c2ccccc2)nc2sccn12 is listed with 109 | 0.6
CN(C)c1ccc(C2CC(=O)C3=C(C2)Nc2ccccc2NC3c2cccnc2)cc1 (configuration not stated) is listed with 101 | -0.2
C=CCn1c(N)nc2c1c(=O)n(C)c(=O)n2C is listed with 101 | -0.2

Next entries
SMILES	Polio RdRp inh	Polio RdRp inh FP z-score
O=C(CSc1nnc(-c2ccco2)o1)NCC(=O)c1ccccc1	99	-0.7
COc1cc(NC(=O)c2nc3cc(C)c(C)cc3n(C)c2=O)cc(OC)c1OC	113	0.3
Cc1ccc(-c2oc3ccccc3c(=O)c2O)cc1	101	-0.1
CCCc1nn2c(=O)cc(COC(=O)C3CCCCC3)nc2s1	100	-1.2
CCCN(CCC)S(=O)(=O)c1ccc(C(=O)N2CC3CCC(CC3)C2)cc1	109	0.7
Cc1ccc2c(c1Br)/C(=N/N1C(=O)c3ccccc3C1=O)C(=O)N2	111	0.9
O=C(C1CCCN1S(=O)(=O)c1cccc2cccnc12)N1CC=C(c2ccccc2)CC1 (configuration not stated)	99	-1.5
NS(=O)(=O)c1ccc(NC(=O)CSc2ncccn2)cc1	103	0.2
N#CCSC1=NS(=O)(=O)c2ccccc2N1	107	0.3
CCCN(C(=O)COc1cc(=O)n(C)c2ccccc12)c1ccccc1C	102	0.1
Cn1ccnc1S(=O)(=O)/C(C#N)=C/c1ccc2c(c1)OCO2	105	0.1
CNc1cc(=O)n(-c2ccccc2)c(=O)n1-c1ccccc1	108	0.8
Clc1ccccc1CN1CCc2nc(N3CCN(c4ncccn4)CC3)ncc2C1	100	-0.9
Cc1nnc(SCC(=O)N(CC(C)C)CC(C)C)[nH]c1=O	104	0.1
O=C(O)C1(N2CCCCC2)CCCCC1	101	-0.1
COc1ccc(-c2cn3nc(N4CCC(C(=O)NCc5ccc(F)cc5)CC4)sc3n2)cc1	109	0.4
CCOC(=O)CCn1cnc2onc(-c3cc(OC)ccc3Cl)c2c1=O	108	0.1
O=C(Cc1ccc2c(c1)CCCC2)NC1=NCCS1	106	0.4
Cc1cc(C(=O)CN2C(=O)c3ccccc3S2(=O)=O)c(C)n1C	105	0.2
CCC(=O)Nc1ccc(C(=O)OCc2ccccc2)cc1	100	-0.2
CC(=O)Oc1ccccc1C(=O)N1CCN(c2ccccc2F)CC1	98	-0.6
COc1ccc(C(=O)Nc2nnc(S(=O)(=O)N(CC(C)C)c3ccc(C)cc3)s2)cc1OC	108	-0.1
COc1ccccc1-c1nnc(SCC2CNC(=O)O2)n1-c1ccccc1 (configuration not stated)	98	-0.9
Cc1nc(CSc2n[nH]c(C(C)(C)C)n2)cs1	105	0.2
CCCCn1c(=S)[nH]c2cc(S(=O)(=O)N3CCOCC3)ccc21	103	0

More records follow:
SMILES	Polio RdRp inh	Polio RdRp inh FP z-score
O=C(CSc1nc(-c2ccccc2)nc2c1Cc1ccccc1O2)Nc1ccccc1	102	0.4
CCc1nn2c(-c3ccccc3OC)ccnc2c1-c1ccc(F)cc1	102	-0.8
COc1cc(OC)c(Nc2cc(C)nc3ncnn23)cc1Cl	101	-1.1
COC(=O)/C(C#N)=C\c1c[nH]c2ccccc12	101	-0.2
COc1cccc(-c2nc(-c3ccc(-c4ccccc4)nc3OC)no2)c1	109	0.6
O=C(Nc1ccc(SC(F)F)cc1)c1ccc(CO)cc1	99	-0.4
Cc1cccc(C(=O)NN)c1	100	-0.2
CN(CCO)c1c[nH]c(=O)[nH]c1=O	98	-1.9
C/C=C/C(=O)Nc1ccccc1Br	100	0
Cc1nc(/C(N)=N/OC(=O)c2cccc(Cl)c2)c(C(F)(F)F)o1	101	0
O=C(O)C1(c2cccc(C(F)(F)F)c2)CCCC1	102	0
CC1=C(C#N)C(=O)N(C)C(=O)/C1=C/c1ccc(-c2cccc(Cl)c2C)o1	101	-0.2
CCc1ccc(OCc2nnc(SCC(N)=O)o2)cc1	101	-0.2
Cc1noc(C)c1S(=O)(=O)NC(C)C	102	0.1
O=C1NCCN=C1CC(=O)c1ccccc1	103	0
Cc1ccc(N2CC(C(=O)N3CCOCC3)CC2=O)cc1C (configuration not stated)	106	1.8
COc1ccc(CCn2nnc(-c3ccc(NC(C)=O)c(Cl)c3)n2)cc1	103	0.4
COc1ccc(NS(=O)(=O)c2cc(-c3onc(C)c3C)ccc2C)c(OC)c1	105	-0.3
COc1cc2nc(CN(C)Cc3sccc3C)[nH]c(=O)c2cc1OC	101	-0.2
CC(C)C(=O)N(C)c1nnc(-c2ccc(F)cc2)s1	100	-0.5
O=C1NC(=S)N(c2ccccc2)C(=O)/C1=C/C=C/c1ccco1	109	1.6
COc1ccc(C2C(C#N)=C(C)NC(C)=C2C(=O)Nc2ccccc2)cc1 (configuration not stated)	102	0.2
CCCC12CN3CC(CCC)(CN(C1)C3c1ccccn1)C2=O (configuration not stated)	115	2
S=c1oc2ccccc2n1Cn1c(=S)oc2ccccc21	98	-0.4
CCCCNC(=O)C1CC(=O)N(CCc2ccccc2)C1 (configuration not stated)	99	-0.7

(next part)
SMILES	Polio RdRp inh	Polio RdRp inh FP z-score
CCOC(=O)N1CCN(C(=O)c2ccc3c(c2)N(Cc2cccc(Cl)c2)C(=O)c2ccccc2S3=O)CC1 (configuration not stated)	104	-0.4
Cc1cccc(Nc2nc3ccccc3n3c(N)nnc23)c1	108	0.8
O=C(CNc1ccc(Cl)cc1)N1CCN(c2ccccc2)CC1	110	0.8
COc1cc2c3c(c1OC)-c1cc(O)ccc1CC3NCC2 (configuration not stated)	105	0.7
COc1ccc(N(CC(=O)Nc2cc(C)ccc2C)S(=O)(=O)c2ccc(OC)c(OC)c2)cc1	100	-0.7
O=C(Cc1ccccc1)Nc1cccc(-c2cn3cccnc3n2)c1	103	-0.9
NNC(=O)c1nnn(-c2nonc2N)c1CNc1ccccc1	99	-0.3
c1ccc(CNC2=NCCCCC2)nc1	109	0.9
CC(C)(C)C(=O)/C=C/c1ccco1	101	0.6
COC(=O)c1ccc(NS(=O)(=O)c2c(C)nc3sccn3c2=O)cc1	107	0.2
CC(C)COc1cccc(OCC(=O)NC(C)C(=O)O)c1 (configuration not stated)	114	1
O=S(=O)(NCc1ccc2c(c1)CCO2)c1ccc(C(F)(F)F)cc1	101	0
Cc1cccc(C)c1NC(=O)Cn1nnc(C(=O)NCc2ccccc2Cl)c1N	104	0.3
CCCSCCCNC(=O)c1ccc(C)c(NC(=O)c2nsc3ccccc23)c1	99	-1.9
O=C(CSc1nnnn1C1CCCC1)N1CCCC1	103	0.5
CCN(CC)CCNC(=O)CN1C(=O)c2cccnc2Oc2ccc(C)cc21	105	-0.1
CCCCN(C)S(=O)(=O)c1ccc(-c2ccc(=O)[nH]n2)o1	102	0.6
Cc1cc(S(=O)(=O)Nc2ccc3[nH]c(=O)sc3c2)ccc1F	99	-1.8
COc1cccc2cc(-c3ccc(F)cc3)c(=O)oc12	101	0.3
CSc1ccccc1C(=O)OCC(=O)NC1CCCC1	100	-0.4
O=COC1CCCCC1NS(=O)(=O)c1ccccc1 (configuration not stated)	102	0.1
Cc1ccc(Nc2ncnc3onc(C)c23)cc1Cl	107	0
CCOc1ccccc1NC(=O)c1c(NC(=O)c2ccccc2C)sc2c1CCC(C)C2 (configuration not stated)	94	-1.5
COc1ccc(NC(=O)c2ccccc2NC(=O)c2ccco2)cc1	102	0.1
COC(=O)c1sc(-c2ccccc2)cc1NC(=O)c1cccc(Cl)c1	103	-0.6
Cc1[nH]nc2c1C1(CCN(C(=O)c3ccccc3)CC1)C(C#N)=C(N)O2	102	0.3

High-throughput results deposited in PubChem BioAssay by ICCB-Longwood Screening Facility, Harvard Medical School.
